Bioassay records deposited in PubChem by several laboratories.
EP2 mod: EP2 receptor modulators, cAMP readout, primary screen, cell-based, HTRF cAMP, PGE2 stimulation; 260,000 tested, 0.83% active; EP2-expressing cells, cAMP HTRF FRET, PGE2 co-stimulation; AID 940, 2007; induction, % at 25 µM;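 active = compounds whose cAMP rise, as percent of the full-agonist control response, exceeds 60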;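 also: rat C6 glioma line stably carrying human EP2 under a CMV promoter; the protocol text gives 20 µM as final concentration; 100% = response of wells given 1 µM PGE2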
Target sequence (P43116 whole entry, looked up): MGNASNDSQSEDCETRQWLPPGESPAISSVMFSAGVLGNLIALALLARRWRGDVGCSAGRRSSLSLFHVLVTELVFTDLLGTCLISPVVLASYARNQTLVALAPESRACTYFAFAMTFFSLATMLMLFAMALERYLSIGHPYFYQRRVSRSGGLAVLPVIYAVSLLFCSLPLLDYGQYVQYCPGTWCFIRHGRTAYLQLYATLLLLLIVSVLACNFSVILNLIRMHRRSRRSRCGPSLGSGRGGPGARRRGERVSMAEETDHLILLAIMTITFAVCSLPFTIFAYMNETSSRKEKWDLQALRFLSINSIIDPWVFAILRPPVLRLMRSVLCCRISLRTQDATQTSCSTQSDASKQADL
NPY Y1 blocker: NPY-Y1 receptor antagonists, primary screen, cell-based. HEK293-CNG Y1 cells, membrane potential fluorescence; NPY at EC95, then isoproterenol. inhibition, % at 3.6 µM. 200,000 tested, 1% active. AID 1040, 2008;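 active = inhibition above the campaign mean inhibition of all tested compounds plus 3 SD, cut at about 20% in these data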;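 also: 0% = DMSO wells given NPY plus isoproterenol and 100% = isoproterenol alone without NPY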
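Material: HEK293 Y1/CNG channel cell line; also added: NPY (25 nM), isoproterenol (1 µM), Ro 20-1724 (25 µM); doses: one concentration, 3.6 µM, in 0.4% DMSO; schedule: compound incubation 1 h at room temperature, readout 45 min post-stimulation; technique: membrane potential fluorescence; measure: fluorescence ratio normalized to % inhibition between controls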
PPC-1+TRAIL kill: compounds killing PPC-1 cancer cells with TRAIL present, primary screen, TRAIL potentiator project, ATPLite luminescence, uHTS | PPC-1 cells + TRAIL, ATPLite viability luminescence | 220,000 tested, 0.41% active | AID 1443, 2008 | cell killing (% activity), % at 4 µM;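 active = cell killing above 50% in the first pass at 4 µM, then a duplicate retest at 5 µM averaging 50% or more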;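 also: plate controls were cells with TRAIL plus DMSO for no effect and medium-only wells lacking cells for full effect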
TRPN1 ag: zebrafish TRPN1 channel agonists, primary screen, cell-based, HEK293, calcium fluorescence. transient receptor potential cation channel N1 (TRPN1/NompC), Danio rerio. HEK293 zebrafish TRPN1-YFP, Fluo-8 calcium fluorescence; 100% = response to 87 µM carbachol. activation, % at 3 µM. 220,000 tested, 0.18% active. AID 1424, 2008;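 active = activation above its plate's cutoff, the mean activation of test wells on that plate plus 3 SD, cut at about 19% in these data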;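 also: 0% = DMSO alone and 100% = 87 µM carbachol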
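Assay system: Zebrafish TRPN1-YFP in HEK293 cells | Incubation: Dye loading 1 h at 37 °C, then 30 min room temperature | Measured by: Kinetic Fluo-8 fluorescence, ex 470-495, em 515-575 nm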
TRPML3 agonist: human TRPML3 channel agonists, primary screen, cell-based, HEK293 TRPML3-YFP, Fluo-8 calcium fluorescence, 3 µM; 100% = the carbachol control signal; activation, % at 3 µM; AID 1448, 2008; 220,000 tested, 0.29% active;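 active = activation above its plate's cutoff, the mean activation of the plate's test wells plus 3 SD, cut at about 12% in these data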;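 also: 0% = DMSO only wells and 100% = carbachol wells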
Target sequence (Q8TDD5 whole entry, looked up): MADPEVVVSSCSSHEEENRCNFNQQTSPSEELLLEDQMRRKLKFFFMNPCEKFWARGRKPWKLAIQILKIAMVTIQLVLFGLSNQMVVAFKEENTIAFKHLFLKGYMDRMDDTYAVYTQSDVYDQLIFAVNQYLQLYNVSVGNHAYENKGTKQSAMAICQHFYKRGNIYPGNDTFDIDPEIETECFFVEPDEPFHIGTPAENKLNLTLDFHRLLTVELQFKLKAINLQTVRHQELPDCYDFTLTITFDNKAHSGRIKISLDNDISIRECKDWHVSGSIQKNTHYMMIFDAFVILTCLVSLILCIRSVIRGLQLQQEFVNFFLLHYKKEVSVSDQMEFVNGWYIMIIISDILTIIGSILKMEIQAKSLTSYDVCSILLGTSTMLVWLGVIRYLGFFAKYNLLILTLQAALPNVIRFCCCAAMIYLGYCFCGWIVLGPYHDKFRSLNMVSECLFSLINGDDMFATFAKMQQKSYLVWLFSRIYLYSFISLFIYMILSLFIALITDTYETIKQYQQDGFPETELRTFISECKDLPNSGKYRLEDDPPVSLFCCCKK
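Test system – HEK293 line with stable expression of human TRPML3-YFP channel · Control set – carbachol 87 µM final as high control (100%), DMSO as low control (0%) · Signal – Fluo-8 calcium dye fluorescence, ex 470-495, em 515-575 nm · Incubation – 1-h 37 °C dye load, 5-s basal, 120-s post-compound reads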
NPY1 pot ag: NPY-Y1 receptor potentiators or agonists, primary screen, cell-based; 220,000 tested, 0.37% active; AID 1304, 2008; activation, % at 3.6 µM; Neuropeptide Y receptor type 1 (Homo sapiens), P25929; NPY-Y1 expressing cells, potentiator/agonist activation; in the data active = activation above about 33%, passing the limit was not always enough;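 also: cells stimulated with NPY at EC10 then isoproterenol at EC100; 0% = low agonist plus stimulus and 100% = saturating agonist plus stimulus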
PGE2 EP2 inh: human EP2 receptor antagonists, primary screen, TR-FRET cAMP, C6 glioma cells; Prostaglandin E2 receptor EP2 subtype (Homo sapiens), P43116; C6 glioma cells expressing human EP2; cells stimulated with saturating PGE2; 260,000 tested, 0.52% active; inhibition, % at 25 µM; AID 1422, 2008;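 active = percent inhibition above 40 after rounding to a whole number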;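 also: rat C6 glioma host cells with rolipram phosphodiesterase inhibitor present; the protocol text gives 20 µM as final concentration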
14-3-3 Bad inh: inhibitors of 14-3-3 zeta/Bad binding, primary screen, biochemical, TR-FRET, bovine 14-3-3 zeta. TR-FRET 14-3-3zeta/Dy647-pBad peptide displacement, 1 h. 14-3-3 protein zeta/delta (Bos taurus), P63103. inhibition, % at 21.7 µM. 220,000 tested, 0.71% active;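 active = inhibition above about 70%, limit read from the data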;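 also: 0% = full 14-3-3 plus peptide FRET controls and 100% = background without 14-3-3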
CHOP inh: inhibitors of CHOP promoter induction, primary screen, cell-based, unfolded protein response, luciferase reporter. CHO-K1 CHOP-promoter luciferase, tunicamycin-induced, 15-18 h. inhibition, % at 10 µM. 220,000 tested, 3.8% active;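 active = compounds that reduced the stress-induced luciferase reporter signal by more than about 70% of percent inhibition, limit read from the data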;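 also: 0% = tunicamycin plus vehicle and 100% = wells without tunicamycin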
* = called active by the depositor; x = not tested or not shown; & = joins results of further samples; [ ] = another dose, or the depositor's remark. An excerpt (hit frequency here may not be typical).

no. | SMILES | EP2 mod | NPY Y1 blocker | PPC-1+TRAIL kill | TRPN1 ag | TRPML3 agonist
1 | CC(C)n1cnc2c(Nc3ccc(C(=O)O)cc3)nc(Cl)nc21 | 14 | x | 5 | x | x
2 | O=C(CSc1nc(-c2ccccc2)ns1)N1CCOCC1 | 21 | 0 | 19 | 0.8 | 0.8
3 | COc1ccc(C(CC(=O)c2ccccc2)S(=O)(=O)c2ccccc2)cc1 (configuration not stated) | -2 | 11 | -2 | -0.2 | 0.5
4 | O=C(CC(=O)NC1CCCCC1)N/N=C/c1ccc(Cl)cc1 | -19 | -5 | 14 | 1.2 | -0.6
5 | OC(CNCc1ccc(Cl)c(Cl)c1)c1ccccc1 (configuration not stated) | -41 | 7 | 0 | 1.7 | 1.6
6 | CC1(C(=O)OCC(=O)N2c3ccccc3Sc3ccccc32)CC1(Cl)Cl (configuration not stated) | -3 | -1 | 18 | -0.9 | 0.0
7 | Cc1ccc(-n2c(C)cc(C(=O)COC(=O)c3ccc[nH]c3=O)c2C)cc1 | 36 | -3 | 49 | -1.8 | -0.8
8 | O=C(Nn1cnnc1)c1cccc(S(=O)(=O)N2CCOCC2)c1 | 6 | 5 | 3 | -0.2 | -0.3
9 | O=C(CCN1CCOCC1)c1ccc(Cl)cc1 | 21 | 1 | 15 | 1.1 | 1.0
10 | Cn1c2c(c(=O)n(C)c1=O)C1c3ccccc3OCC1C(C)(C)O2 (configuration not stated) | 16 | 5 | 18 | 2.8 | -0.3
11 | CCOC(=O)c1cnc(-n2nc(C)cc2C)nc1NC1CCCC1 | 35 | x | 28 | 4.5 | 2.8
12 | CC(C)C(c1nnnn1C1CCCCC1)N1CCOCC1 (configuration not stated) | -3 | 1 | 5 | 1.3 | 0.5
13 | Cc1ccc2c(c1)c1ncnc(N3CCN(c4ccccc4)CC3)c1n2C | -4 | -4 | -10 | -1.2 | 1.0
14 | CCCc1[nH]nc2c1C(C1CCCCC1)C(C#N)=C(N)O2 (configuration not stated) | -9 | 3 | 31 | -1.0 | -0.9
15 | Cc1c(C(=O)OC(C)C)sc(NC(=O)c2cccnc2)c1C#N | -12 | -1 | 17 | 3.0 | 1.7

no. | NPY1 pot ag | PGE2 EP2 inh | 14-3-3 Bad inh | CHOP inh
1 | x | 7 | -7 | -21
2 | 10 | 7 | 17 | -10
3 | 22 | 3 | -5 | -24
4 | 2 | 10 | -3[fluorescence artefact?] | 22
5 | -21 | 3 | 5 | 13
6 | -24 | 5 | 1[fluorescence artefact?] | -34
7 | 13 | 5 | 8 | 34
8 | -9 | 4 | -5 | -1
9 | 9 | 8 | -2 | -19
10 | 7 | 6 | 2 | 5
11 | -43 | 7 | 2 | 27
12 | -14 | 1 | 8 | -15
13 | -11 | 7 | 1[fluorescence artefact?] | 31
14 | 33 | 6 | 9 | 48
15 | 7 | 16 | 19 | -14

The list continues.
no. | SMILES | EP2 mod | NPY Y1 blocker | PPC-1+TRAIL kill | TRPN1 ag | TRPML3 agonist
16 | CC1Cc2ccccc2N1C(=O)CSc1nnnn1C(C)C (configuration not stated) | -24 | -4 | -4 | 1.6 | -0.4
17 | COc1ccccc1NS(=O)(=O)c1cc(NC(=S)Nc2cc(C)cc(C)c2)ccc1Cl | -111 | 0 | -5 | 0.9 | 0.2
18 | CCOC(=O)C1CCN(C(=O)c2cc(S(=O)(=O)N3CCOCC3)c(Cl)cc2Cl)CC1 | 5 | 1 | 17 | 0.9 | 0.5
19 | Cc1c(NC(=O)CSc2ccc(Cl)cc2)cccc1-c1nc2cc(Cl)ccc2o1 | 17 | 0 | 3 | 1.1 | 0.6
20 | CCCCS(=O)(=O)N1CN(S(=O)(=O)CCCC)C2NC(=O)NC21 (configuration not stated) | 10 | -2 | 20 | 0.4 | 0.6
21 | CCn1c(CCNC(=O)c2cccs2)n[nH]c1=S | 3 | 0 | 5 | 0.0 | 0.6
22 | CN(CC(=O)Nc1ccc(F)cc1)C(=O)COc1ncnc2ccccc12 | -1 | x | 19 | 1.2 | 1.1
23 | COc1ccc(OC)c(NC(=O)CCN2CCCC(C)C2)c1 (configuration not stated) | 6 | 5 | -8 | 0.6 | 0.2
24 | O=C(CSc1nnnn1-c1ccccc1)Nc1nsc(-c2ccc(Cl)cc2)n1 | -15 | 6 | 24 | 1.5 | 0.6
25 | N=c1oc2ccccc2cc1-c1nc(-c2ccc(Cl)cc2)cs1 | 38 | -1 | -12 | 1.1 | 0.3
26 | CCn1cc(C(=O)OCC(=O)c2ccc(Cl)cc2)c(=O)c2ccc(C)nc21 | 17 | 8 | 11 | -2.0 | 0.6
27 | Cc1ccc(NC(=S)NC(=O)c2ccc(F)cc2)cc1S(=O)(=O)Nc1ccccc1Cl | -54 | -4 | 5 | 0.9 | -0.1
28 | N#Cc1nc(COc2cccc(Cl)c2)oc1NCc1ccncc1 | -70 | 0 | 3 | 0.5 | 0.3
29 | Cc1occc1-c1nnc(SCC(=O)c2ccc(Cl)cc2)n1C | 20 | 0 | -6 | 0.5 | 2.0
30 | Cc1oc2c(c1C(=O)O)C(=O)c1ccccc1C2=O | -41 | -3 | 20 | -0.7 | -0.1

no. | NPY1 pot ag | PGE2 EP2 inh | 14-3-3 Bad inh | CHOP inh
16 | 12 | 7 | -4 | 12
17 | -19 | 8 | -7 | 56
18 | 2 | 10 | -9 | -8
19 | -3 | 10 | -10[fluorescence artefact?] | 66
20 | 6 | 9 | -3 | -3
21 | 1 | 6 | -11 | 8
22 | -1 | 5 | 6 | 4
23 | 7 | 8 | -5 | 7
24 | -7 | 12 | 22[fluorescence artefact?] | 1
25 | 6 | 1 | 10 | 37
26 | -15 | 1 | 47 | 20
27 | -4 | 10 | -6 | -7
28 | -22 | 22 | 2 | -3
29 | -7 | 9 | -4 | -19
30 | -8 | 14 | 4 | -25

Taken from the entries so far for reference:
no. | SMILES | EP2 mod | NPY Y1 blocker | PPC-1+TRAIL kill | TRPN1 ag | TRPML3 agonist
28 | N#Cc1nc(COc2cccc(Cl)c2)oc1NCc1ccncc1 | -70 | 0 | 3 | 0.5 | 0.3
29 | Cc1occc1-c1nnc(SCC(=O)c2ccc(Cl)cc2)n1C | 20 | 0 | -6 | 0.5 | 2.0
30 | Cc1oc2c(c1C(=O)O)C(=O)c1ccccc1C2=O | -41 | -3 | 20 | -0.7 | -0.1

no. | NPY1 pot ag | PGE2 EP2 inh | 14-3-3 Bad inh | CHOP inh
28 | -22 | 22 | 2 | -3
29 | -7 | 9 | -4 | -19
30 | -8 | 14 | 4 | -25

Continuation.
no. | SMILES | EP2 mod | NPY Y1 blocker | PPC-1+TRAIL kill | TRPN1 ag | TRPML3 agonist
31 | O=C(COC(=O)CNC(=O)c1ccc(Br)o1)Nc1ccccc1OC(F)F | 12 | -5 | 6 | 0.4 | -0.9
32 | CCOc1ccc(NC(C)C(=O)N/N=C/c2cccs2)cc1 (configuration not stated) | -24 | 1 | 29 | -0.4 | -0.4
33 | O=C(COc1ccccc1)N/N=C/c1cc2c(cc1[N+](=O)[O-])OCO2 | -8 | 3 | -1 | -0.7 | 0.0
34 | O=C(/C=C/c1ccco1)NCCc1ccccc1 | -28 | 6 | 31 | 0.9 | -1.1
35 | COc1cccc(OC)c1OCC(O)CN1CCN(c2ccccc2)CC1 (configuration not stated) | 10 | 14 | 17 | -0.1 | -0.3
36 | COc1ccc(N(CC(O)CN2C(=O)NC(C)(C)C2=O)S(=O)(=O)c2ccc(C)cc2)cc1 (configuration not stated) | 7 | 0 | 6 | -0.4 | 0.7
37 | CCCCS/C(N)=N/N=C/c1ccccc1O | -41 | 4 | -14 | 1.4 | 0.8
38 | CCC(C)NS(=O)(=O)c1ccc(OCC(=O)N2CCC(C)CC2)cc1 (configuration not stated) | -86&-14 | -1 | 15 | 0.5 | 0.5
39 | CSCCC(N=C(NS(=O)(=O)c1ccc(C)cc1)c1ccccc1)C(=O)O (configuration not stated) | -11 | x | 3 | -1.0 | 0.0
40 | COc1ccccc1-c1nc(C(N)=O)c2[nH]c(=O)n(-c3cccc(C)c3)c2n1 | -10 | 7 | 17 | -1.9 | -1.5

no. | NPY1 pot ag | PGE2 EP2 inh | 14-3-3 Bad inh | CHOP inh
31 | -13 | 3 | -11 | 28
32 | -10 | 4 | -4 | -4
33 | 6 | 21 | 6 | 39
34 | -6 | 9 | -7 | -20
35 | -18 | 15 | 72* | 40
36 | 13 | 3 | 4 | 18
37 | -10 | 0 | 14[fluorescence artefact?] | 9
38 | -3 | 7&12 | 2 | 23
39 | -9 | 8 | -11 | 15
40 | -5 | 17 | 14 | -7

In a second layout: results already given.
no. | Molecule | EP2 mod | NPY Y1 blocker | PPC-1+TRAIL kill | TRPN1 ag | TRPML3 agonist | NPY1 pot ag | PGE2 EP2 inh | 14-3-3 Bad inh | CHOP inh
31 | O=C(COC(=O)CNC(=O)c1ccc(Br)o1)Nc1ccccc1OC(F)F | 12 | -5 | 6 | 0.4 | -0.9 | -13 | 3 | -11 | 28
32 | CCOc1ccc(NC(C)C(=O)N/N=C/c2cccs2)cc1 (configuration not stated) | -24 | 1 | 29 | -0.4 | -0.4 | -10 | 4 | -4 | -4

With a hit mark in 14-3-3 Bad inh, among the entries above:
| No. | molecule | EP2 mod | TRPML3 agonist | NPY1 pot ag | 14-3-3 Bad inh | CHOP inh |
| --- | --- | --- | --- | --- | --- | --- |
| 35 | COc1cccc(OC)c1OCC(O)CN1CCN(c2ccccc2)CC1 (configuration not stated) | 10 | -0.3 | -18 | 72* | 40 |

One compound at a time, from the list above.
COc1ccc(N(CC(O)CN2C(=O)NC(C)(C)C2=O)S(=O)(=O)c2ccc(C)cc2)cc1 (configuration not stated) is listed as EP2 mod: 7; NPY Y1 blocker: 0; PPC-1+TRAIL kill: 6; TRPN1 ag: -0.4; TRPML3 agonist: 0.7; NPY1 pot ag: 13; PGE2 EP2 inh: 3; 14-3-3 Bad inh: 4; CHOP inh: 18
O=C(COC(=O)CNC(=O)c1ccc(Br)o1)Nc1ccccc1OC(F)F is listed as EP2 mod: 12; NPY Y1 blocker: -5; PPC-1+TRAIL kill: 6; TRPN1 ag: 0.4; TRPML3 agonist: -0.9; NPY1 pot ag: -13; PGE2 EP2 inh: 3; 14-3-3 Bad inh: -11; CHOP inh: 28
